Compound activity: PubChem BioAssay, several laboratories
aDG glyco up – alpha-DG glycosylation activation | Pro5-aDG cells, alpha-DG glycosylation AlphaScreen (IIH6); 0% Pro5, 100% B10-LARGE cell signal | activation, % at 10 µM | 360,000 compounds, 0.22% hits;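 active means activation of at least 8% versus controls, or a plate z-score of at least 8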;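 further: Pro5 are CHO cells carrying HIG-tagged alpha-DG that lacks glycosylation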
CaV13 ICDI inh – Primary screen for inhibitors of IQ motif and Ca2+-dependent inactivation inhibitor domain binding in CACNA1D, Förster resonance energy transfer in living cells, …. HEK cells, CFP/YFP FRET ICDI-IQ, plate reader, 10 min; percent FRET-ratio fall versus neutral wells. inhibition, % at 12.3 µM. 340,000 compounds, 0.098% hits;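 active means mean replicate inhibition of at least 30% and at least 1% of replicates passing that level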;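 further: 0% = median of the neutral control wells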
Cardio protect – myocardial damage modulation in H9c2 cells; H9c2 cardiomyocytes, H2O2 injury protection, ATPLite, 2 h; protection from H2O2 cell death, % at 20 µM; 360,000 compounds, 0.63% hits; AID 588492;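 active means compounds giving at least 50% protection of heart cells from peroxide-induced death in the single-dose screen, raw or plate-pattern-corrected value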;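 further: 0% = DMSO wells with peroxide and 100% = DMSO wells without peroxide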
ABCB6 inh MLPCN – blocks the human ABCB6 transporter | Q9NP58 | K562-ABCB6 porphyrin accumulation, flow cytometry, 1 h; hits give low values | fluorescence ratio to DMSO, % at 10 µM | 360,000 compounds, 0.19% hits | AID 602162;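 active means fluorescence ratio to DMSO below 75%, the collection mean minus 3 SD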;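 further: signal is porphyrin accumulated inside mitochondria; 100% equals median channel fluorescence of DMSO control wells; lower ratio means ABCB6 inhibition with less porphyrin fluorescence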
Granule exo inh – lytic granule exocytosis inhibition | inhibition, % at 10 µM | TALL-104 LAMP-1 surface exposure, flow cytometry; cells stimulated with thapsigargin and PMA | 360,000 compounds, 0.66% hits;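 active means inhibition above about 55%, limit read from the data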
HTR2A ag – agonists of mouse serotonin 5-HT2A receptor (HTR2A) | P35363 | CHO-K1 mHTR2A beta-arrestin complementation, luminescence; percent of 30 µM serotonin response | activation, % at 7.6 µM | 360,000 compounds, 0.66% hits | AID 624169;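 active means activation above a run cutoff, the mean activation of all tested compounds plus 3 SD, cut at about 14% in these data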;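 further: 0% = plate median of compound wells and 100% = 30 µM serotonin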
Target sequence (P35363 whole entry, looked up): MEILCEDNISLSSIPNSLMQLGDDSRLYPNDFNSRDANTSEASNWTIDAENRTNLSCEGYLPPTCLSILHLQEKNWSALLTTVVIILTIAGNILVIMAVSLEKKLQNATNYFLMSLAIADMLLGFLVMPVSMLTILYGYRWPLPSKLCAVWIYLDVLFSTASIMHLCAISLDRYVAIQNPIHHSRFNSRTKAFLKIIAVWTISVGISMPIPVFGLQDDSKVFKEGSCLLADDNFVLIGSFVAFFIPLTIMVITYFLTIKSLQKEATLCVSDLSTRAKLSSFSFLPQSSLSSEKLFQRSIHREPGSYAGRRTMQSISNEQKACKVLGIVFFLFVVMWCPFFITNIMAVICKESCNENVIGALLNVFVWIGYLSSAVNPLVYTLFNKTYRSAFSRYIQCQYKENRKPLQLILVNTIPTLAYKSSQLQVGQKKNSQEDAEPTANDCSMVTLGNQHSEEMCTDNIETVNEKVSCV
N-glyco inh – blocks N-linked glycosylation in D54 reporter cells; D54 ERlucT glycosylation luciferase reporter, 24 h; percent of 100 nM tunicamycin response; reporter increase, % at 12.5 µM; 360,000 compounds, 0.23% hits;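 active means mean luciferase reporter signal, scaled so untreated is 0 and the glycosylation-blocking control 100, at or above a set limit in every replicate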;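 further: luciferase carries N-glycosylation sites so blocking glycosylation raises the light; 0% = median of neutral control wells and 100% = median of 100 nM tunicamycin wells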
PDI inh – blocks human protein disulfide isomerase activity; PDI insulin aggregation turbidity, A650, 90 min; P07237; inhibition, % at 10 µM; 350,000 compounds, 0.052% hits;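 active means mean inhibition across replicates of 30% or more, whatever share of single replicates reach that level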;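 further: absorbance from insulin aggregation driven by PDI reduction with DTT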
Target sequence (P07237 whole entry, looked up): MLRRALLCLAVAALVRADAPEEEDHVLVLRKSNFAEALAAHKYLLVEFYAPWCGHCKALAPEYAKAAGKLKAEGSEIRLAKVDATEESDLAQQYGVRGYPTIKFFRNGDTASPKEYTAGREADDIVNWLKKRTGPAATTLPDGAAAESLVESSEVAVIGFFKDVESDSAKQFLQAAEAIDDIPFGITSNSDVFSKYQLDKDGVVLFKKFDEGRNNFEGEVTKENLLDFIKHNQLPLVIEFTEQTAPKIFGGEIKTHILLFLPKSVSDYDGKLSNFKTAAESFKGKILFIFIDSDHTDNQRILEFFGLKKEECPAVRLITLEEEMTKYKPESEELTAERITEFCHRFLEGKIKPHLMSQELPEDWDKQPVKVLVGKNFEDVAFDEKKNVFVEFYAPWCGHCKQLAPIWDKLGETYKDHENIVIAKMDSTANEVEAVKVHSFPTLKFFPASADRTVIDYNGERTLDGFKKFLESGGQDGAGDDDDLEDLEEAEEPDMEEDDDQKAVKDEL
hiPSC survival – enhancers of human iPSC single-cell survival. 360,000 compounds, 0.044% hits. AID 602274. survival enhancement, % at 20 µM. hiPSC single-cell survival, ATPlite luminescence; 100% = ROCK inhibitor wells, 0% = DMSO; in the data active means survival enhancement above about 18%;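 further: cells exposed to compounds for 16 hours before the ATP read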
Vif imaging – blocks HIV Vif function. HEK293T cells, Vif self-association by quenched fluorescence, imaging, 24 h. inhibition, % at 7.49 µM. 340,000 compounds, 0.35% hits; in the data active means inhibition above about 50%, passing the limit was not always enough; further: some results filed as inactive read as strong as hits
The depositor's hits bear a star; x = no result given; & = joins results of further samples.

SMILES | aDG glyco up | CaV13 ICDI inh | Cardio protect | ABCB6 inh MLPCN | Granule exo inh | HTR2A ag | N-glyco inh | PDI inh | hiPSC survival | Vif imaging
Cc1ccsc1C(=O)C1CCCN(Cc2cccn2-c2ccc(Cl)cn2)C1 (configuration not stated) | 0.2 | -15 | -22 | 99 | 50 | -5 | 6 | -11 | 3.0 | -1
O=C(OC1CO[C@H]2O[C@@H]1[C@H](OC(=O)c1ccccc1)[C@H]2OC(=O)c1ccccc1)c1ccccc1 (some centres not stated) | -0.1 | -19 | 3 | 104 | -14 | 0 | -1 | 4 | -0.6 | x
CCCCC(CC)CNS(=O)(=O)c1ccc2c(c1)CCN2C(=O)CCC(=O)O (configuration not stated) | 0.1 | -6 | 4 | 103 | -1 | 2 | 1 | -3 | -0.8 | -4
Cc1cc(NC(=O)c2ccc(NC(=O)C3CC3)cc2)no1 | 0.0 | 1 | -2 | 99 | -2 | 3 | 2 | -3 | 0.3 | 2
COc1ccc(-c2c(C)oc3c(CN4CCCCC4C)c(O)ccc3c2=O)cc1 (configuration not stated) | 0.1 | -4 | 6 | 98 | 2 | 1 | -1 | -22 | -0.7 | 4
CCCN(CCC)CCCOC(=O)c1ccc(Cl)cc1Cl | 0.2 | -1 | -6 | 104 | 1 | -7 | -2 | -3 | -1.1 | 6
Cc1cccn2c(=O)c3cc(C(=O)N4COCC4(C)C)n(Cc4ccccc4)c3nc12 | 0.3 | -15 | 5 | 97 | -4 | 2 | 1 | 4 | -0.4 | 19
CCN(CC)c1ccc(/C=N/NC(=O)c2nnn(-c3nonc3N)c2-c2ccc(C)cc2)cc1 | -0.1 | -18 | 1 | 95 | -6 | -3 | 0 | 2 | 0.1 | 6
Cc1ccnc(NS(=O)(=O)c2ccc(NC(=O)c3cc(=O)c4ccccc4o3)cc2)n1 | -0.1 | -3 | 0 | 96 | -7 | -1 | 1 | 0 | 0.2 | 5
NC(=O)c1c(NC(=O)Cn2nc(C(=O)O)c3ccccc3c2=O)sc2c1CCCC2 | -0.1 | -5 | 6 | 106 | -1 | 2 | 1 | -1 | 0.1 | -1
FC(F)(F)c1cc(Cl)c2nc(-c3ccc(Cl)cc3)c(Cc3ccsc3)n2c1 | -0.2 | -5 | x | 99 | -5 | -1 | x | x | -0.7 | x
COc1cc(NC(=O)C2=C(N3CCOCC3)/C(=C\c3ccc(N(C)C)cc3)CCC2)cc(OC)c1OC | 0.2 | -6 | -6 | 107 | 4 | 8 | 7 | 4 | -1.1 | -5
CCc1nc2c(sc3nc4c(cc32)COC(C)(C)C4)c(=O)n1Cc1ccco1 | -0.3 | x | 31 | 95 | 0 | 0 | 6 | 6 | -1.1 | -3
CCCc1nc2nc(C)c(NS(=O)(=O)c3ccc(F)cc3)c(=O)n2[nH]1 | 0.0 | -2 | -8 | 98 | 3 | -15 | 1 | 8 | -0.4 | -2
Cc1cc(C2(c3ccc(O)c(C)c3)OC(=O)c3ccccc32)ccc1O | 0.0 | -4 | -3 | 97 | 0 | -4 | 0 | -5 | 0.1 | 2
CCCc1nc(NCCCOCC)c2nnn(Cc3ccccc3)c2n1 | 0.0 | 0 | -3 | 98 | 14 | x | -1 | 11 | 0.9 | -4
Cc1cccc2c1-c1sc(C(=O)N3CCCCC3)cc1CO2 | 0.2 | -2 | -14 | 93 | 2 | 0 | -3 | x | -0.4 | -8
CC(C)c1ccccc1OCC(=O)N1CCCCCCC1 | 0.0 | -3 | 2 | 96 | 0 | 1 | 2 | -1 | 1.0 | 0
O=C(Cn1cccc1C(=O)c1ccccc1)NCCN1CCCCCC1 | 0.5 | -5 | -3 | 95 | 0 | 5 | 0 | 8 | -0.3 | 0
Cc1cccc(N2C(=O)SC(N(CC(=O)O)c3cccc(C)c3)C2=O)c1 (configuration not stated) | 0.2 | -2 | -2 | 97 | 15 | 0 | -1 | x | 1.6 | 6
C/C=C(\C)C(=O)NCCN1C2=NC[C@H](Cc3ccccc3)N2C[C@@H]1Cc1ccc(OC)cc1 | 0.1 | -11 | 4 | 104 | -9 | -3 | -1 | -2 | -1.9 | 6
Cc1ccc(NC(=O)C2CCCN2S(=O)(=O)c2ccc3c(c2)n(C)c(=O)c(=O)n3C)cc1 (configuration not stated) | 0.1 | -5 | 6 | 85 | 1 | 2 | 0 | -6 | 0.1 | -7
Cc1ccc2[nH]c(CCN(C)C)c(CC#N)c2c1 | -0.1 | -9 | 3 | 106 | 7 | -9 | 2 | -8 | 0.8 | 8
Cc1ccc(-n2c(C)cc(C(=S)N3CCOCC3)c2C)cc1C | 0.1 | -7 | -12 | 94 | 2 | 3 | -1 | 4 | -0.7 | 5
O=S(=O)(Nc1ncccn1)c1ccc(NC(=S)NCCc2ccc(Cl)cc2)cc1 | -0.1 | 1 | -8 | 101 | 0 | -2 | -3 | 2 | -0.3 | 8
CCOc1ccc(S(=O)(=O)n2nc(C)cc2C)cc1 | -0.1 | -16 | 0 | 97 | 6 | 3 | 1 | 2 | -0.3 | 15
COc1ccc(C(C(=O)NCC2CCCO2)N(C(=O)CNC(=O)c2ccco2)c2cc(C)ccc2C)cc1OC (configuration not stated) | 0.0 | -5 | 0 | 102 | -7 | -8 | 2 | -7 | -0.7 | 17
Cn1c(=O)n(Cc2ccccc2)c(=O)c2c1nc1n2CCN1Cc1ccco1 | 0.1 | -6 | 4 | 96 | -5 | -1 | 0 | 0 | 10 | -7
Cc1ccc2cc(CN(C(=O)c3cccnc3)C(C)C)c(=O)[nH]c2c1 | -0.2 | -9 | -1 | 111 | -4 | 0 | 0 | 0 | 0.6 | 2
O=C(c1cc2cc(Br)ccc2o1)N1CCCC1 | -0.1 | -4 | -3 | 99 | 6 | -2 | -1 | -2 | 0.9 | 2
COc1ccccc1NCC(=O)NC(=O)NC1CCCCC1 | 0.2 | -7 | -6 | 95 | 2 | -3 | 2 | -2 | -2.5 | -4
CCCCCCOC(=O)C(C#N)c1nc2ccccc2nc1N1CCN(C)CC1 (configuration not stated) | 0.0 | x | -14 | 96 | 6 | -9 | 4 | -7 | -0.5 | -25
CC(NC(=O)CS(=O)(=O)c1ccccc1)c1ccccc1 (configuration not stated) | 0.1 | -5 | -1 | 94 | 0 | -1 | -1 | 4 | -0.3 | -4
CCN1CCN(C(=O)c2ccc3c(=O)n(CCc4ccccc4)c(=O)[nH]c3c2)CC1 | 0.0 | x | -4 | 103 | 1 | 3 | -2 | 5 | -0.3 | 4
O=C(Nc1nc2c(Br)cccc2s1)C1CC1 | -0.2 | x | -1 | 96 | -3 | -5 | 18 | x | -0.5 | 0
CN(C(=O)COC(=O)c1cccc(S(=O)(=O)N2CCCCC2)c1)C1CCS(=O)(=O)C1 (configuration not stated) | 0.1 | -1 | 5 | 97 | 0 | 4 | -2 | -2 | 1.9 | -12
CNC(=S)NN(c1ccccc1)c1ccccc1 | 0.1 | -4 | 4 | 100 | -4 | -5 | 1 | -2 | 2.9 | 6
O=C(OCC(=O)N1CCCC1=O)C1CCN(S(=O)(=O)c2c(Cl)cccc2Cl)CC1 | 0.4 | -9 | -3 | 98 | 1 | 5 | 2 | -8 | -0.3 | 2
Nc1nonc1-c1nc2ccccc2n1CC(=O)Nc1ccccc1 | 0.0 | 4 | 2 | 98 | -7 | 0 | 4 | -2 | -0.2 | 5
CN(C)CCOC(c1ccc(Cl)cc1)c1ccccn1 (configuration not stated) | -0.2&0.4 | -5&-6 | 12&12 | 98&99 | 0&-2 | -5&-9 | -1&1 | 2&7 | 1.5&1.0 | -4&3

Two neighbouring records from above:
SMILES | aDG glyco up | CaV13 ICDI inh | Cardio protect | ABCB6 inh MLPCN | Granule exo inh | HTR2A ag | N-glyco inh | PDI inh | hiPSC survival | Vif imaging
O=S(=O)(Nc1ncccn1)c1ccc(NC(=S)NCCc2ccc(Cl)cc2)cc1 | -0.1 | 1 | -8 | 101 | 0 | -2 | -3 | 2 | -0.3 | 8
CCOc1ccc(S(=O)(=O)n2nc(C)cc2C)cc1 | -0.1 | -16 | 0 | 97 | 6 | 3 | 1 | 2 | -0.3 | 15

The list goes on:
SMILES | aDG glyco up | CaV13 ICDI inh | Cardio protect | ABCB6 inh MLPCN | Granule exo inh | HTR2A ag | N-glyco inh | PDI inh | hiPSC survival | Vif imaging
CC(=NNC(=O)c1cccc(S(=O)(=O)N2CCOCC2)c1)c1ccc(Cl)cc1 | 0.1 | -6 | -1 | 91 | -5 | 6 | 2 | -2 | -0.2 | 13
OCCCn1c(C2CCCN2c2nc(-c3ccc(Cl)cc3)cs2)nc2cc(C(F)(F)F)ccc21 (configuration not stated) | 0.5 | -7 | -13 | 102 | 40 | -3 | 2 | -4 | 18 | 0
O=C(O)c1ccc([N+](=O)[O-])c2c1C(=O)c1ccccc1C2=O | -0.1 | -2 | 2 | 100 | 4 | 0 | 1 | -1 | 5.9 | 6
CC(=O)Nc1ccc(CN2CCCC(C(=O)c3ccc(C(F)(F)F)cc3)C2)cc1 (configuration not stated) | 0.0 | -21 | -3 | 99 | 0 | -3 | -4 | -6 | 2.6 | 2
O=C1CCCc2cc3c(cc21)CCCC3 | -0.1 | -4 | -1 | 99 | 1 | 0 | 2 | 0 | -3.5 | 10
Cc1occc1-c1nnc(SCC(=O)Nc2nc(C(C)(C)C)cs2)o1 | 2.2 | -7 | -14 | 95 | -1 | 3 | 1 | 4 | 0.2 | x
COc1cc(/C=N/N(CCO)C2=NS(=O)(=O)c3ccccc32)cc(OC)c1OC | 0.1 | -2 | 9 | 100 | -5 | 2 | -1 | 2 | 0.9 | 1
O=C(c1ccccc1F)N1CCN(c2cnn(-c3cccc(Cl)c3)c(=O)c2Cl)CC1 | 2.4 | -4 | -1 | 96 | -1 | 1 | -1 | 6 | 0.4 | -6
C=CCN(C(=O)c1cccc(S(=O)(=O)N2CCN(C)CC2)c1)c1nc(-c2ccccc2)cs1 | 0.5 | -2 | -24 | 93 | 9 | -2 | -3 | 6 | -0.8 | -9
COC(=O)C1=CN(C(C)C)C=C(C(=O)OC)C1c1cc2c(cc1Br)OCO2 | 0.1 | -5 | 10 | 91 | -3 | -6 | 3 | -1 | 1.9 | 25
CCN1C(=O)[C@H]2[C@@H](c3ccc(C(F)(F)F)cc3)N[C@]3(CCCN(CC4CCCCC4)C3=O)[C@H]2C1=O | 0.3 | -9 | 8 | 104 | -2 | 0 | -1 | 7 | 0.6 | 2
C/C(=N\N(c1ccccc1)c1ccccc1)c1ccc(O)cc1 | -0.2 | -4 | -5 | 97 | 31 | 5 | 1 | 0 | 0.9 | 6
CC1CCCN(CCCNC(=O)C2CCN(S(=O)(=O)N3CCC4(CC3)OCCO4)CC2)C1 (configuration not stated) | 0.0 | -6 | -2 | 100 | -3 | 4 | 1 | -1 | 0.7 | -2
O=C(Cn1cncn1)NCc1ccc(Cl)cc1 | 0.0 | -15 | 0 | 103 | 1 | 1 | 1 | 5 | -1.1 | -2
CC(=O)c1sc(NC(=O)c2cc3c(C)nn(-c4ccccc4)c3s2)nc1C | 0.2 | -5 | -6 | 98 | -1 | 4 | 0 | -15 | -0.3 | -4
Cc1cc(SC(C)C(=O)NCC(=O)Nc2ccc(F)c(F)c2F)nc2ccccc12 (configuration not stated) | 0.0 | -4 | -16 | 96 | 3 | -4 | 0 | -4 | 0.9 | -5
CCCCn1c(N)c(N(CC)C(=O)C(c2ccccc2)c2ccccc2)c(=O)[nH]c1=O | -0.1 | 3 | -10 | 95 | 1 | 0 | 1 | -3 | -0.2 | 18
CCN(CC)C(=O)c1sc(NC(=O)c2cccnc2)c(C(=O)OC)c1C | -0.3 | x | 10 | 98 | 3 | -2 | 4 | 0 | 0.3 | -9
